# Assay outcomes from PubChem BioAssay.
# Yeast growth tox: yeast growth toxicity, wild-type and mutant, primary screen, cytotoxicity control for eIF2B function restoration project, wild-type and eIF2Bepsilon R284H mutant, A595; S. cerevisiae wild-type growth, A595 turbidity, 16 h; growth inhibition, % at 25 µM (by protocol); hit rate 0.3% among 30,000; AID 685, 2007;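 active means mutant and wild-type yeast strains alike exhibit over 30% growth inhibition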;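 further: 0% = untreated cell controls and 100% = YPD media blanks without cells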
#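 Test system: Wild-type and eIF2Bepsilon-R284H mutant S. cerevisiae, screened separately | Dosing: Single 25 µM compound dose in 0.2% DMSO | Schedule: 16 h compound exposure during growth at 30 °C | Detection: A595 turbidity | Evaluation: Growth inhibition (%) versus cell controls and blanks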
# Yeast eIF2B: GCN4-lacZ reporter reduction in eIF2B-epsilon mutant yeast, primary screen, S. cerevisiae, eIF2B-epsilon R284H, Beta-Glo luminescence | inhibition, % at 25 µM (by protocol) | hit rate 0.91% among 27,000 | AID 688, 2007;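 active means mutant luminescence inhibited past about 50% while wild type luminescence and mutant growth stay under set limits, limit read from the data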; further: some compounds called inactive have numbers as strong as hits
#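 Assay system: yeast eIF2B-epsilon R284H mutant carrying GCN4–beta-galactosidase fusion / Buffer or medium: YPD / Incubation: 16 h growth with compound at 30 °C, 90 min Beta-Glo step / Detection: Beta-Glo luminescence after Z-buffer lysis, growth by 595 nm absorbance / Read-out: % inhibition of reporter signal and growth versus controls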
# Yeast growth tox inhibition %: also measured in Yeast growth tox; calls as there; growth inhibition, %; S. cerevisiae eIF2Bepsilon-R284H mutant growth, A595 turbidity, 16 h;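 each compound tested once at 25 µM; 0% equals untreated cells and 100% equals cell-free medium blanks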
# Yeast eIF2B mutant toxicity: further read-out of Yeast eIF2B, marked with its call; growth inhibition, %; measured here: mutant yeast growth, toxicity;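 each compound tested once at 25 µM; zero equals untreated control growth and 100 equals blank medium absorbance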
# * hit, by the source's call; · = not tested or not shown. Some of the compounds tested. The share of hits here may be higher or lower than overall.
SMILES,Yeast growth tox,Yeast growth tox inhibition %,Yeast eIF2B,Yeast eIF2B mutant toxicity
COC(=O)c1ccc(Sc2ccc(F)cc2)c(N)c1,13,27,23,27
CC(C)(C)NC(=O)C1CC(=O)OC1(C)C (centres undefined),-11,-4,14,-4
CN(C)S(=O)(=O)N1CCN(S(=O)(=O)c2ccc3ccccc3c2)CC1,-17,-27,7,-27
CC(=O)N1CCc2cc(S(=O)(=O)NCCC(=O)Nc3cccc(C)c3C)ccc21,17,10,16,10
CCn1c(SCCC(=O)Nc2ccccc2)nnc1-c1ccc(OC)cc1,-5,0,27,·
Cc1cc(NC(=O)CSc2nc3c(c(=O)n(C)c(=O)n3C)n2C(C)C)no1,6,-14,18,-14
CC1CCN(Cc2nc(-c3ccccc3)no2)CC1,14,17,23,17
CCOc1ccc(N2C(=O)CC(n3nc(C)cc3C)C2=O)cc1 (centres undefined),-2,-2,20,-2
COc1ccc(-n2c(SCCC(=O)O)nnc2-c2ccncc2)cc1,12,3,17,3
CCOc1ccc(CNC(=O)C2CCN(S(=O)(=O)CC)CC2)cc1OC,4,-13,10,-13
CCN(CC)C(=O)CSc1nnc(-c2ccco2)n1Cc1ccco1,18,11,-20,11
COc1ccc(C)cc1-n1nnnc1SCC(=O)c1cc(C)n(Cc2ccco2)c1C,-18,3,15,3
CCOCCCNC(=O)c1ccc2c(c1)OCO2,6,0,-3,·
Cc1cc(C)n(-c2nc(SCC(=O)NCC3CCCO3)c3c4c(sc3n2)CCCC4)n1 (centres undefined),-4,11,13,11
CCNS(=O)(=O)c1ccc(OCCNS(C)(=O)=O)cc1,·,·,-3,·
O=C(CCC(=O)OCC(=O)c1ccc(F)cc1)NC1CCCCC1,-2,10,10,10
CCOc1ccc(-c2noc(CCCC(N)=O)n2)cc1OC,-20,-14,18,-14
O=C(CSc1nnc(-c2ccccc2)o1)Oc1ccc(Br)cc1,-11,-13,9,-13
CCC(c1nnnn1Cc1ccco1)N(Cc1ccccc1OC)Cc1cc2cc(C)ccc2[nH]c1=O (centres undefined),-14,-14,·,·
CCC(Sc1nc2sc(C(=O)OC)c(C)c2c(=O)n1N)C(=O)N(CC)CC (centres undefined),-56,-33,7,-33
COc1ccc(C)cc1NC(=O)CC(O)(C(F)(F)F)C(F)(F)F,5,19,12,19
O=C(CCN1CCc2ccccc2C(c2ccccc2)C1)c1ccc2c(c1)OCCO2 (centres undefined),15,13,·,·
O=c1[nH]c(-c2ccccc2)c(-c2ccccc2)[nH]1,23,0,29,·
O=C(NCCNC(=O)C(F)(F)F)c1ccncc1,19,12,25,12
COC(=O)c1sc(NC(=O)C2CCCO2)c(C(=O)OC)c1C (centres undefined),·,·,7,·
CC1=C(C(N)=O)C(c2cccc(OCc3ccccc3)c2)n2nnnc2N1 (centres undefined),27,15,23,15
O=C(c1sc2ccccc2c1Cl)N(Cc1ccccc1Cl)C1CCS(=O)(=O)C1 (centres undefined),27,14,-7,14
CCCCN(C)C(=O)C1CCN(Cc2ccc(OCc3ccccc3)cc2)CC1,·,·,5,·
CCOc1ccc(NC(=O)C2CCCN(C(=O)NCc3ccccc3)C2)cc1 (centres undefined),10,0,1,·
Cc1cc(C)c2c(c1)-c1c(ssc1=S)C(C)(C)N2C(=O)CSc1nncn1C,10,-11,7,-11
O=C(CN1CCOCC1)Nc1ncc(Br)cc1Br,6,7,13,7
C=COCCNC(=O)C1CC(=O)N(c2ccc(C)cc2)C1 (centres undefined),21,-4,19,-4
c1ccc(Cn2ccnc2SCc2nnc(-c3ccccc3)o2)cc1,-3,-3,11,-3
CCCCn1nnc(NC(=O)c2sc3cc(Cl)ccc3c2Cl)n1,-1,0,-4,·
CCn1ncc(Cl)c1C(=O)Nc1cc(Cl)ccc1Cl,7,3,18,3
COc1ccc(OC)c(S(=O)(=O)N(C)CC(=O)Nc2cc(Cl)ccc2OC)c1,3,-19,-15,-19
CCOC(=O)c1ccc(NC(=O)NCc2ccncc2)cc1,-10,-13,21,-13
O=C(c1ccccc1-c1ccccc1)N1CCCC1,8,9,-26,9
CSc1ccc(-c2nnn(Cc3ccccn3)n2)cc1,1,14,20,14
O=c1c(Cl)c(N2CCCCC2)cnn1-c1nc2ccccc2[nH]1,-4,-5,73*,·
CCOC(=O)C1=C(C)N=c2sc(=C(C)C)c(=O)n2C1c1ccc(N(C)C)cc1 (centres undefined),·,·,-16,·
CCOC(=O)c1[nH]c2ccccc2c1N=CN(C)C,7,-3,16,-3
COc1ccc(C(C#N)N2CCOCC2)cc1 (centres undefined),0,8,19,8
Cn1c(OCc2ccco2)nc2c1c(=O)n(Cc1ccc(Cl)c(Cl)c1)c(=O)n2C,·,·,7,·
Cc1cc(-n2nc(C)cc2C)nc(NS(=O)(=O)c2ccccc2)n1,8,4,4,4

# Arranged by heavy-atom count (rising): part of the list above
SMILES,Yeast growth tox,Yeast growth tox inhibition %,Yeast eIF2B,Yeast eIF2B mutant toxicity
CCNS(=O)(=O)c1ccc(OCCNS(C)(=O)=O)cc1,·,·,-3,·
CCCCn1nnc(NC(=O)c2sc3cc(Cl)ccc3c2Cl)n1,-1,0,-4,·
CC(=O)N1CCc2cc(S(=O)(=O)NCCC(=O)Nc3cccc(C)c3C)ccc21,17,10,16,10

# Other entries follow.
SMILES,Yeast growth tox,Yeast growth tox inhibition %,Yeast eIF2B,Yeast eIF2B mutant toxicity
Cc1ccc(OCC(=O)Nc2cccc(C)n2)c(C)c1,10,15,·,·
O=C(c1cnn2c(C(F)F)cc(C3CC3)nc12)N1CCc2ccccc2C1,0,0,-1,·
C=CCSc1nc(N)c(C(=O)Nc2ccccc2OC)cc1C(=O)Nc1ccccc1,22,9,21,9
COC(=O)c1cc(Br)c(=O)n(Cc2ccco2)c1,-13,10,33,10
CCC(C)(C)NC(=O)C(c1ccccc1F)N(Cc1ccco1)C(=O)Cn1nnc2ccccc21 (centres undefined),2,-3,-5,-3
O=c1n(Cc2ccccc2)c2cc(Cl)cnc2n1Cc1ccccc1,-5,0,12,·
COc1ccc(-c2nc3ccccn3c2NCc2ccc3c(c2)OCO3)cc1,-8,-8,31,-8
O=C(CSc1ccc2c(c1)OCCO2)NCc1ccco1,13,-38,5,-38
COCCn1c(SCC(=O)Nc2nnc(C)s2)nnc1-c1c[nH]c2ccccc12,-9,0,-6,·
COc1cc2c(=O)n(-c3ccc(C)cc3)c(=O)n(CC(=O)c3ccc4c(c3)OCO4)c2cc1OC,5,19,2,19
Nc1nonc1C(=O)NCCNCc1c(OCc2ccccc2F)ccc2ccccc12,9,-29,5,-29
N=c1sc2ccccc2n1-c1ccccc1,14,-23,20,-23
CCOc1ccc(-n2c(Cc3cc(=O)[nH]c(=O)[nH]3)nnc2SC(C)C)cc1,17,-11,20,-11
O=c1c2ccccc2ncn1Cc1ccco1,11,0,-2,·
Cc1ccc(OCCC(=O)Nc2c(C)n(C)n(-c3ccccc3)c2=O)cc1,9,-4,13,-4
Cc1ccc(N2C(=O)C3ON(c4ccccc4)C(c4ccncc4)C3C2=O)cc1 (centres undefined),8,12,16,12
COc1ccc(OC)c(-c2cc(C(=O)N3CCCc4ccccc43)no2)c1,-6,0,-23,·
COC(=O)c1nnn(-c2nonc2N)c1-c1cccs1,·,·,-36,·
O=C(Nc1ncn[nH]1)C(F)(F)C(F)F,28,19,8,19
O=C(CCn1c(=O)sc2ccccc21)NCCC1=CCCCC1,19,11,23,11
COc1cc(N)ccc1NC(=O)c1cccs1,-16,12,3,12
CC(C)Nc1nc(NC(C)C)nc(C(N)=O)n1,21,-10,23,-10
Cc1ccc2nc3c(nc2c1)-c1ccccc1C3=O,-6,-3,13,-3
COc1ccc(OC)c(C(=O)CSc2nnc(Cc3cccs3)n2CCc2ccccc2)c1,9,-15,-10,-15
COc1cc2c(cc1OC)CN(C(=O)CSc1n[nH]c(N)n1)CC2,-10,-5,-4,-5
C=CCOC(=O)C1=C(C)NC(SC)=C(C#N)C1c1cccs1 (centres undefined),9,-19,10,-19
c1nc2nc3c(c(N4CCOCC4)n2n1)CCCC3,19,0,6,·
CC(C)Nc1nnc(SCC(=O)Nc2ccc(F)cc2)s1,12,-24,-31,-24
CC(OC(=O)c1snc(C(=O)NC2CCCCC2)c1N)C(=O)NC1CCCCC1 (centres undefined),4,31,5,31
O=C(c1ccncc1)N(Cc1cc2ccccc2[nH]c1=O)C1CCCCC1,2,8,15,8

# Overlap with the part before: 3 compounds, followed by the next part.
SMILES,Yeast growth tox,Yeast growth tox inhibition %,Yeast eIF2B,Yeast eIF2B mutant toxicity
CC(C)Nc1nnc(SCC(=O)Nc2ccc(F)cc2)s1,12,-24,-31,-24
CC(OC(=O)c1snc(C(=O)NC2CCCCC2)c1N)C(=O)NC1CCCCC1 (centres undefined),4,31,5,31
O=C(c1ccncc1)N(Cc1cc2ccccc2[nH]c1=O)C1CCCCC1,2,8,15,8
CCc1nnc(NC(=O)C2CCCN(S(=O)(=O)c3ccccc3)C2)s1 (centres undefined),15,13,·,·
COC(=O)CSc1nc(-c2ccc(F)cc2)cc(C(F)(F)F)n1,0,-28,-43,-28
CCC(=O)c1ccc(OCCSc2ncccn2)cc1,-2,-10,31,-10
O=C(Nc1nncs1)c1cccc(S(=O)(=O)N2CCCCC2)c1,-5,-27,-3,-27
CCOCCCn1cnc2c([nH]c3cc(OC)ccc32)c1=O,·,·,19,·
COC(=O)c1nc2n(n1)C(c1ccccc1OC)C1=C(CCCC1=O)N2 (centres undefined),9,3,-24,3
Nc1nnc(SCCOc2cccc(Br)c2)s1,29,-25,17,-25
CC(=O)Nc1ccc(NC(=O)c2cccc(C(=O)OC(C)C)n2)cc1,-7,-18,37,-18
CC(C)CN(C(=O)COC(=O)Cc1c[nH]c2ccccc12)C1CCS(=O)(=O)C1 (centres undefined),21,24,17,24
COc1ccc(C2C(C(=O)c3ccco3)=C(O)C(=O)N2CCOCCO)cc1OC (centres undefined),28,16,·,·
Cc1cc(NS(=O)(=O)c2ccc(NC(=O)c3oc4ccccc4c3C)cc2)no1,8,11,16,11
O=C(c1nc2ccccc2s1)N1CCSCC1,12,-17,13,-17
Cc1ccc(S(=O)(=O)N2CCN(C(=O)COc3ccc(-c4nnco4)cc3)CC2)cc1,-8,10,19,10
O=C(NC1CCN(C(=O)Nc2cccc(F)c2)CC1)C1CCCCC1,3,-14,3,-14
CCCCSc1[nH]c(=O)c(C(=O)OCC)cc1C#N,3,5,8,5

# Whole records as entered above. Values in the order: Yeast growth tox | Yeast growth tox inhibition % | Yeast eIF2B | Yeast eIF2B mutant toxicity
# Results for COC(=O)c1nc2n(n1)C(c1ccccc1OC)C1=C(CCCC1=O)N2 (centres undefined) = 9 | 3 | -24 | 3
# Results for Cc1ccc(S(=O)(=O)N2CCN(C(=O)COc3ccc(-c4nnco4)cc3)CC2)cc1 = -8 | 10 | 19 | 10
# Results for COc1ccc(C2C(C(=O)c3ccco3)=C(O)C(=O)N2CCOCCO)cc1OC (centres undefined) = 28 | 16 | · | ·

# (listing goes on)
SMILES,Yeast growth tox,Yeast growth tox inhibition %,Yeast eIF2B,Yeast eIF2B mutant toxicity
c1ccc2c(c1)CCCn1nnnc1-2,11,7,12,7
COC(=O)Nc1sc2c(c1C(=O)N1CCOCC1)CCC(C)C2 (centres undefined),16,-9,-2,-9
O=C(O)c1ccccc1NS(=O)(=O)c1cccc2cccnc12,4,3,·,·
Cc1ccc(-c2cc(C(=O)OCC(=O)Nc3cc(C)on3)c3ccccc3n2)c(C)c1,15,9,14,9
O=C(O)Cn1c(SCc2ccccc2)nc2ccccc21,-12,-15,-3,-15
O=C(c1ccc(F)cc1)N(Cc1ccccc1)C1CCS(=O)(=O)C1 (centres undefined),-5,-7,31,-7
CCN1C(=O)c2cccc3c(S(=O)(=O)Nc4ccc(OC)cc4OC)ccc1c23,-5,0,20,·
Cc1cc(NC(=O)CSc2nc3ccsc3c(=O)n2Cc2ccccn2)n[nH]1,-1,-18,21,-18
CCOC(=O)C1=C(CC)NC2=C(C(=O)CCC2)C1c1ccc(OC)c(OC)c1 (centres undefined),15,7,·,·
Clc1ccc(-c2nnc3sc(Cc4cccs4)nn23)cc1,-17,-31,15,-31
O=[N+]([O-])c1nn(-c2ccc3c(c2)OCCO3)n(O)c1=NC1CCCCC1,18,22,19,22
O=S(=O)(c1ccc(Cl)cc1)N1CCC(O)(c2cccnc2)CC1,29,21,20,21
COCCNC(=O)C(c1ccc(F)cc1)N(CC1CCCO1)C(=O)CCC(=O)Nc1ccccn1 (centres undefined),15,5,-10,5
Cc1cc(N2CCOCC2)nc2ccc(NC(=O)C3CCC(C)CC3)cc12 (centres undefined),·,·,2,·
O=S(=O)(Nc1cccc(-c2cn3ccsc3n2)c1)c1ccc(F)cc1,11,-4,14,-4
